# MITF TRPM1 HTS – MITF TRPM1 promoter activation in melanoma cells; 0.75% of 300,000 active; activation, % at 12.5 µM; SK-MEL-5 TRPM1-promoter luciferase, 24 h; % of positive control, neutral wells = 0;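 active = mean activation of at least 80% with every replicate also reaching 80%; inconclusive = mean reaches 80% but some replicate falls short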;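 note: 0% = neutral control wells and 100% = parthenolide positive control wells; values of inactives mirror those of a sister screen read the other way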
# CAL PDZ FP-1 – blocks peptide binding to human CAL PDZ domain. Q9HD26. purified CAL PDZ, TMR-peptide fluorescence polarization, 1 h. inhibition, % at 20 µM. 0.02% of 330,000 active. AID 504414;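 active = highest replicate inhibition of at least 40%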;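 note: plate controls were DMSO neutral control wells for no effect and unlabeled competitor peptide control wells for full effect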
#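 Material – purified CerCALP PDZ construct · Detection – FP readout, S and P plane fluorescence · Measure – percent inhibition from loss of millipolarization · Controls – unlabelled peptide for full inhibition, DMSO wells as neutral · Probe or stimulus – TMR-labelled reporter peptide T*-PRC34 bound in PDZ groove · Times – 1 h at RT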
# V-ATPase pHluor – regulators of yeast V-ATPase proton transport; AID 504577; 0.37% of 350,000 active; S. cerevisiae, pHLuorin cytosolic pH fluorescence; response, % at 10 µM; in the data active = response mostly above about 7.3%, no sharp cut-off; inactive = mostly below about 5.4%; note: actives read high; inactives centre near 0; some compounds called inactive have numbers as strong as hits
# cardiac RTF act – increases calcium sensitivity of human cardiac regulated thin filaments; IANBD-labeled TnC RTF fluorescence at EC20 calcium; 0% EC20 calcium, 100% full calcium; activation, % at 7.2 µM; 0.24% of 340,000 active; AID 493008;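 active = activation above the mean over all tested compounds plus 3 SD, cut at about 30% in these data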;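 note: rise in fluorescence read as greater calcium sensitivity of cardiac thin filaments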
# Rtt109 Vps75 – blocks Candida albicans Rtt109/Vps75 acetyltransferase activity; Q5AAJ8; purified Rtt109/Vps75, ThioGlo CoA-SH fluorescence, 4 h; inhibition, % at 34.9 µM; 0.16% of 330,000 active;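 active = inhibition of at least 50% in every replicate; inconclusive = best replicate reaches 50% inhibition but some replicates fall short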
# Target sequence (Q5AAJ8 whole entry, looked up): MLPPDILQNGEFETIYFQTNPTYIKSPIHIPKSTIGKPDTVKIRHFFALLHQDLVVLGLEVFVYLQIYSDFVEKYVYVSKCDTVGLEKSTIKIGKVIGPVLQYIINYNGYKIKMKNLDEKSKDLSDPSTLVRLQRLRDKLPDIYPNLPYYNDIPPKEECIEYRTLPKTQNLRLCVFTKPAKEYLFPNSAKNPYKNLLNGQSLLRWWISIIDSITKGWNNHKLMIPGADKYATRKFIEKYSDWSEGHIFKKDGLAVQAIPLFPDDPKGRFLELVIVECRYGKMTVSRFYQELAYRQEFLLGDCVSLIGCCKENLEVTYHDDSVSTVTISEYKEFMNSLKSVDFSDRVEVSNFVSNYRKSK
# Wnt bcat act – activators of Wnt/beta-catenin signaling; Wnt/beta-catenin reporter cell assay, activator, plate reader; activation, % at 9.35 µM; 1.2% of 300,000 active; in the data active = activation above about 30%, passing the limit was not always enough; inconclusive = no clear call, values can overlap the other calls;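 note: 0% = neutral control wells and 100% = positive control wells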
# CAL PDZ FP-2 – blocks peptide binding to the human CAL PDZ domain; purified CAL PDZ, TMR-peptide fluorescence polarization, 1 h; inhibition, % at 24.9 µM; 0.92% of 300,000 active; AID 602252;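 active = mean inhibition of at least 30% with at least half of replicates also reaching 30%; inconclusive = no clear call, values can overlap the other calls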;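 note: 0% = DMSO neutral control and 100% = excess unlabeled competitor peptide PRC23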
# dFosB activator – activators of mouse delta FosB homodimer. P13346. purified delta FosB, TAMRA-CDK5 oligo fluorescence polarization; percent of positive-control signal above neutral wells. activation, % at 25 µM. 0.99% of 340,000 active;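 active = mean activation above about 17%, with every replicate also reaching it, limit read from the data, passing the limit was not always enough; inconclusive = only one of the two conditions met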;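 note: fluorescence polarization rise as delta FosB binds a TAMRA Cdk5 AP-1 oligo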
# Target sequence (P13346 whole entry, looked up): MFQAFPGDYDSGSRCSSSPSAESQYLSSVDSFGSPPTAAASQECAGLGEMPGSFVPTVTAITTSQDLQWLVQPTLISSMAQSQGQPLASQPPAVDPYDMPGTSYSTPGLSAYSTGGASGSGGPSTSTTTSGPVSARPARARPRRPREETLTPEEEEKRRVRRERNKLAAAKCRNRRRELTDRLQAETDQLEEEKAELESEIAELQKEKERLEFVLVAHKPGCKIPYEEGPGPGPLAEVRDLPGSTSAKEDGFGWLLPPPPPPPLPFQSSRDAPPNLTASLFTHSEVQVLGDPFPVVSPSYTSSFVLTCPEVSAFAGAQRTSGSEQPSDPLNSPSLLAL
# Tat export inh – inhibitors of E. coli Tat protein transport | E. coli MC4100 TorA-mCherry Tat export, fluorescence | 0.036% of 340,000 active | inhibition, % at 10 µM;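 active = mean replicate inhibition at least 50% and at least half of replicates individually reaching 50%; inconclusive = only one of the two criteria met; inactive = neither criterion met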;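 note: exported cargo escapes ClpAP degradation while cytoplasmic cargo is degraded and loses fluorescence; 0% = median of neutral control wells and 100% = median of NaSCN control wells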
# CDK5 inh – inhibitors of human CDK5/p35 kinase. Q00535+Q15078. Recombinant CDK5/p35, ADP-Glo luminescence, 60 min. inhibition, % at 10 µM. 0.01% of 330,000 active. AID 488839;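 active = highest replicate inhibition of at least 50% and at least 75% of replicates reaching 50%; inconclusive = only one of the two criteria met; inactive = both criteria failed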;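 note: plate controls were DMSO neutral control for no effect and GW8510 at 10 µM for full effect; many of its hits are not listed in these tables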
# Numbers without * were called inactive; ? = inconclusive; . = not tested or not shown.
SMILES,MITF TRPM1 HTS,CAL PDZ FP-1,V-ATPase pHluor,cardiac RTF act,Rtt109 Vps75,Wnt bcat act,CAL PDZ FP-2,dFosB activator,Tat export inh,CDK5 inh
COc1ccc(C2C(C(=O)O)c3ccccc3C(=O)N2Cc2ccco2)cc1 (configuration not stated),.,-1.4,-3,.,-6,-1,-22,1,1,0.6
COc1ccc(-n2cc(-c3ccccc3)c3c(N4CCOCC4)ncnc32)cc1,-11,-0.7,3,-5,4,-2,-3,-8,4,1.4
C=CCn1c(SCC(=O)NC(=O)NCc2ccco2)nc2sc(C)c(C)c2c1=O,.,-1.2,-2,5,12,.,.,5,-1,-2.8
CC1(C)CC(=O)C2=C(C1)N(C1CCCCC1)C(=O)C2(O)C(F)(F)F (configuration not stated),.,-0.3,0,3,5,.,-1,-4,-8,3.4
O=C(NCCC(=O)N1CCc2ccccc21)c1ccco1,30,-0.5,-2,0,-2,6,10,-1,-2,-7.8
O=C(COc1ccc(F)cc1)NNC(=O)Cn1ccc(C(F)(F)F)n1,-2,-1.4,5,4,-3,-4,.,-2,11,-0.3
Cc1ccc(Cl)cc1NC(=O)C1COc2ccccc2O1 (configuration not stated),.,-0.8,-3,-2,2,14,-2,-4,-3,0.3
COc1ccc(CN2CC[C@H]3C=CC[C@@H](C(=O)N4CCOCC4)[C@H]3C2=O)cc1OC,14,-4.0,-2,0,1,1,-4,2,-4,1.4
CCOC(=O)N1CCN(C(=O)CNC2CCCCCCC2)CC1,10,0.0,-2,1,-23,-1,21,1,2,1.3
CC(C)c1ccc(N(CC(=O)NCc2ccco2)C(=O)CCC(=O)Nc2ccccn2)cc1,-4,-1.9,3,-1,-1,-1,0,-8,26,-0.8
O=C(Nc1ccccc1)Nc1ccc(S(=O)(=O)N2CCCCC2)cc1,5,-6.5,3,-6,.,.,0,-3,-3,-2.4
CCc1ccc(C(=O)N/N=C(\C)c2ccncc2)s1,55,-2.8,2,-1,3,10,-1,-7,0,0.9
COc1cc(OCC(N)=O)cc(OC)c1OC,-6,0.8,-4,-4,-14,0,-6,-2,-2,.
O=C(NCCc1csc(-c2cccc(F)c2)n1)c1ccco1,3,-3.3,1,-4,-1,1,-1,-4,2,.
Cn1c(NCc2ccccc2O)nc2ccccc21,?,-0.3,-1,-1,-2,13,-2,-10,0,0.2
CCOC(=O)c1[nH]c(C(=O)O)c(CCN(CC)CC)c1C,-2,-2.4,1,8,-6,-2,0,-2,1,-1.9
COc1ccc(CC(=O)NNc2ncnc3c2cnn3Cc2ccccc2)cc1OC,-18,-1.2,7,5,-5,-1,-8,0,3,0.0
Cc1cc(NC(=O)CSc2nc3sc(C)c(C)c3c(=O)n2C2CCCC2)no1,1,-0.5,3,-4,-1,0,-8,1,-3,-1.7
COc1ccc(C(CNC(=O)c2ccccc2SC)N(C)C)cc1 (configuration not stated),2,0.1,2,-7,-3,0,8,3,-6,-1.5
CC1Cc2ccccc2N1CC(=O)NCc1ccccc1Cl (configuration not stated),-5,0.3,2,1,2,1,4,-2,-2,-2.2
COCCn1nnnc1C(CC(C)C)N1CCN(c2ccccc2)CC1 (configuration not stated),.,-1.2,-2,2,-2,-3,-6,-5,3,-0.8
OCCC1CN(Cc2ccc3nsnc3c2)CCN1C1CCCCC1 (configuration not stated),3,-1.6,-5,0,-1,-5,77*,0,0,0.5
Cc1cc(N/N=C/c2ccc(O)cc2O)nc(N2CCOCC2)n1,23,0.8,-1,5,15,14,0,-9,1,-0.6
Cc1cc2c(N3CCCCC3C)ncnc2s1 (configuration not stated),-3,-0.7,2,4,-1,.,-1,-8,1,-1.5
CCCOc1ccc([N+](=O)[O-])c(N)c1,30,-0.1,2,-5,-35,1,-4,1,6,.
Cc1ccc(O)c(C2=NCCNC(C(F)(F)C(F)F)=C2)c1,11,-1.7,-1,-4,9,-5,-6,-5,3,-0.8
Cc1ccc(C(=O)Nc2ccc(S(=O)(=O)N3CCc4ccccc4C3)cc2)o1,-5,-1.6,0,1,-7,.,.,-2,4,-0.7
CC12c3ccccc3C(c3ccccc31)C1C(=O)N(Cc3cccnc3)C(=O)C12 (configuration not stated),3,-0.7,2,-1,-7,.,-4,-7,13,0.6
O=C(O)c1ccc2c(=O)n3c(nc2c1)/C(=C/c1ccc(F)cc1)CC3,-8,-1.6,-2,-1,-4,0,.,-19,6,-6.0
CC(=O)Nc1ccccc1-c1nnn(CC(=O)Nc2ccc3c(c2)OCCO3)n1,-4,-0.6,-4,4,5,-1,0,0,-19,1.8

# The final 2 compounds of the section above are carried over, then new ones follow:
SMILES,MITF TRPM1 HTS,CAL PDZ FP-1,V-ATPase pHluor,cardiac RTF act,Rtt109 Vps75,Wnt bcat act,CAL PDZ FP-2,dFosB activator,Tat export inh,CDK5 inh
O=C(O)c1ccc2c(=O)n3c(nc2c1)/C(=C/c1ccc(F)cc1)CC3,-8,-1.6,-2,-1,-4,0,.,-19,6,-6.0
CC(=O)Nc1ccccc1-c1nnn(CC(=O)Nc2ccc3c(c2)OCCO3)n1,-4,-0.6,-4,4,5,-1,0,0,-19,1.8
OCCC1CN(C/C(Cl)=C/c2ccccc2)CCN1C1CCCC1 (configuration not stated),9,-0.7,2,4,13,-13,0,-2,18,0.5
COc1cccc(C(=O)NNC(=O)C(=O)Nc2ccc(C)cc2)c1,0,-0.9,-1,-2,3,5,-7,-8,0,-1.2
N#Cc1nnn(-c2cc(Cl)cc(Cl)c2)c1N,.,-1.0,1,-6,-10,4,-1,1,0,1.3
COc1c(C(=O)NNC(=O)c2ccccc2Cl)csc1Br,.,-1.4,-1,1,-4,41*,-2,4,-2,0.4
CCOC(=O)c1c(NC(=O)CCN2CCOCC2)sc2c1CC(C)(C)OC2,4,.,-3,0,8,.,-8,1,-2,0.2
COc1ccccc1N1CCN(C(=O)C(NS(=O)(=O)c2cccs2)c2ccccc2)CC1 (configuration not stated),-13,0.1,-2,-4,7,.,-2,-1,4,-0.1
O=C(CCN1CCN(c2ccccc2)CC1)N/N=C/c1ccc(O)c(O)c1O,-1,-2.8,-7,-9,.,4,-1,-10,2,0.0
C[C@@H]1CN([C@@H](C)CO)C(=O)c2cccc(NC(=O)C3CCOCC3)c2O[C@H]1CN(C)S(=O)(=O)c1ccc(Cl)cc1,-4,-0.9,-5,8,-6,-5,0,-5,1,0.9
O=C(CN1C(=O)S/C(=C\c2ccccc2Cl)C1=O)NCCCn1ccnc1,1,-1.4,-7,-6,44,-3,-2,-5,-3,1.3
C#CCOCCOCCOCCNc1nc(N2CCN(C(=O)[C@H](CCCCN)n3cc(CN)nn3)CC2)nc(N2CCN(C(=O)[C@H](CCC(=O)O)n3cc([C@@H](N)CCCCN)nn3)CC2)n1,10,0.1,-6,7,23,2,1,9,2,3.1
COC(=O)Cc1c(C)c2ccc(OCC(=O)N(C)C3CCS(=O)(=O)C3)cc2oc1=O (configuration not stated),1,-1.6,-9,0,16,2,-1,-4,9,0.4
CC(C)n1cc(CN2CCC(Oc3ccc(C(=O)N4CCCCC4)cc3)CC2)cn1,-14,-0.3,3,0,0,5,-6,-4,-1,0.8
CCOC(=O)C1CCN(Cc2nc3ccc(Cl)cc3n2CCO)CC1,.,-0.3,-1,1,-7,-4,0,0,1,-1.1
COc1ccccc1NC(=O)c1cc(S(=O)(=O)N2CCCC2)cn1C,25,-0.3,-2,3,-9,1,.,0,-8,0.7
S=C(NC1CCCCC1)N1CCn2cccc2C1c1cccnc1 (configuration not stated),1,-1.6,-2,-1,7,-2,-4,-7,-5,-0.9
O=C(Nc1ccccc1Cl)Nc1cccc2cccnc12,.,-2.1,0,-4,-1,19,-5,-1,1,0.0
Cc1ccc(C(=O)N/C(=C\c2ccc(-c3ccccc3[N+](=O)[O-])o2)C(=O)NCCCN2CCOCC2)cc1,-54,-1.8,-4,0,-2,0,-1,-6,4,1.2
O=C(CSc1nnc(CNc2ccc(F)cc2)n1Cc1ccco1)N1CCOCC1,.,-2.3,5,-2,0,-5,2,-4,1,1.0
COc1ccc(CC(=O)NCc2nnc(SCc3ccc(C)cc3)n2C)cc1,-2,-2.3,1,-6,2,-3,-3,7,-8,0.6
O=C(Cc1c(O)c2ccccc2[nH]c1=O)NC1CCCCCC1,1,-0.1,-3,1,-2,0,-1,-1,6,-0.7
Cc1cccc(CC2(O)C(=O)Nc3ccccc32)n1 (configuration not stated),-6,-0.2,-1,-6,-2,4,3,4,1,0.9
CC(C)OC(=O)c1ccc(COC(=O)CNC(=O)c2ccco2)cc1,-8,-2.1,1,0,0,1,0,-3,0,0.5
COc1ccc(C(=O)Nc2ccc3c(c2)nc(CCNC(C)=O)n3C)cc1,61,-0.3,6,1,-2,15,1,0,-6,4.9
Cc1cccc(N2C(=O)CC(N3CCC(c4nc5ccccc5[nH]4)CC3)C2=O)c1 (configuration not stated),.,-1.5,2,2,10,-5,1,-4,-14,-3.2
CCCCN1CC(COCc2ccccc2)Oc2ccccc2S1(=O)=O (configuration not stated),1,-0.1,-3,-2,-5,-2,-1,2,7,-2.0
CC(NC(=O)c1cccs1)c1nnc(SCc2ccc(Cl)cc2Cl)n1C (configuration not stated),5,-0.4,2,8,2,.,-1,-6,2,-1.1
C=CCSc1nc(C)c(CCC(C)C)c(=O)[nH]1,-1,0.2,2,-1,-1,0,.,-2,-10,-1.4
CN1CCN(CC(=O)Nc2ccccc2Oc2ccccc2)CC1,-15,-1.1,-1,2,0,-1,0,2,-16,0.1
CSc1ccccc1NC(=O)COC(=O)c1cnc(C)cn1,-14,0.6,1,-1,1,-5,-5,1,4,0.3
COc1ccc(NC(=O)C2CC(c3ccc(Cl)cc3)=NO2)cc1OC (configuration not stated),6,.,-2,5,7,3,-5,-2,1,-1.1
CCC(CC)COC(=O)C(C#N)c1nc2ccccc2nc1N1CCOCC1 (configuration not stated),17,-1.1,3,0,11,.,.,-16,15,-0.1
Cc1cc(C)c2sc(N(CCN(C)C)C(=O)c3c(F)cccc3F)nc2c1,-14,-2.3,3,0,7,2,7,9,1,0.4
O=C(NCCN1CCOCC1)C1CC(=O)N(c2ccc(F)cc2)C1 (configuration not stated),-5,-1.7,2,-1,7,0,-2,0,1,0.7
Cc1cccc(CCNS(=O)(=O)c2cnc[nH]2)c1,-11,-1.5,1,-1,-9,-1,0,-4,-5,-1.3
CN(CC(=O)Nc1ccc(N2CCOCC2)cc1)C(=O)C1CCCC1,-2,1.6,-2,-2,-5,-1,-2,6,2,-2.0
Cn1nc(-c2ccc(Cl)cc2)c2cc(C(=O)N3CCN(C(=O)c4ccco4)CC3)sc21,-20,-1.0,-3,-6,4,-1,1,-15,-2,-0.5
CC1(C)CC(=O)C2=C(C1)N(c1ccccc1)C(N)=C(C#N)C2c1ccccc1 (configuration not stated),5,1.6,-6,-7,26,.,-6,-3,24,-1.8

# Assay outcomes as filed in PubChem.
